# Compound activity from PubChem BioAssay.
# Akt phos inh: HTS Assay for Inhibitors of Akt Phophorylation: Primary Screen; activity change, % for hits at 50 µM; AID 651550, 2012; Neuro2A IGF-stimulated pAkt S473 HTRF, 20 min; stronger effect = lower value; 360,000 compounds, 0.32% hits; in the data active = activity change below about -80%; inconclusive = mostly about -51% to -80%; note: % is set by controls: 0 for no effect and ±100 for the full control effect
#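 Neuro2A cells in DMEM with 0.5% FBS, overnight at 37 deg C, given compound at single 50 µM final, then IGF (6 nM final) for 20 min at 37 deg C. Lysed; phospho-Akt Ser473 by HTRF after 24 h, 665/615 ratio.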
# GLP1R inv ag: qHTS of GLP-1 Receptor Inverse Agonists (Inhibition Mode); HEK293 GLP-1R CRE-luciferase, luminescence, 24 h; GLP-1R form is constitutively active; Potency, µM (series often up to 38.3 µM), inactives show top-dose activity change, negative = inhibition, hits mostly inhibitors; 410,000 compounds, 1.6% hits; Glucagon-like peptide 1 receptor (Homo sapiens), P43220; note: potency is the fitted concentration of half-maximal effect; % is set by controls: 0 for no effect and ±100 for the full control effect; nearly all actives have a fitted effect of over 55% in size
# Target sequence (P43220 whole entry, looked up): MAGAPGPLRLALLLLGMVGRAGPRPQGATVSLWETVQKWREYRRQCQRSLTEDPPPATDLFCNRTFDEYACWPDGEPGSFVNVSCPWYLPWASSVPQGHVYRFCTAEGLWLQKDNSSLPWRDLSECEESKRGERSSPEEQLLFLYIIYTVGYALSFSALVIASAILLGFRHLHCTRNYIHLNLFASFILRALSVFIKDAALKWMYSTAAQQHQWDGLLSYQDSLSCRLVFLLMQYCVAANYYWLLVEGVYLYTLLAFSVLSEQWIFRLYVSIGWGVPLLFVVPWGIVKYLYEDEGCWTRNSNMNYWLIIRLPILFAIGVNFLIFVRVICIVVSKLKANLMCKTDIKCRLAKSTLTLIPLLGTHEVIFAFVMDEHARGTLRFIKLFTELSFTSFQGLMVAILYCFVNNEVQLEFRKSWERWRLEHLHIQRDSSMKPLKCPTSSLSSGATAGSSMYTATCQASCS
#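 HEK293 cells stably co-expressing constitutively active GLP-1R and a cAMP-responsive luciferase reporter were seeded in DMEM with 10% Nu serum, given compounds after 12 h, and incubated 24 h at 37 deg C. Luminescence was then read.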
# aSyn rescue: qHTS of alpha-syn Inhibitors; Yeast expressing alpha-synuclein, growth rescue, BacTiter-Glo, 24 h; 370,000 compounds, 0.14% hits; Potency, µM (titrated, usually from 46.1 µM), without a hit: at the highest dose growth rescue (activation), hits mostly activators; note: potency is the fitted concentration of half-maximal effect; % of control where 0% means no effect; nearly all actives have a fitted effect of over 65% in size
#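 Screening used galactose-induced yeast with toxic alpha-synuclein levels, exposed to compound for 24 hr at 30 deg C. Cell growth, read with BacTiter-Glo luminescence, gave the measured signal.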
# GLP-1R agonist: qHTS of GLP-1 Receptor Agonists | Glucagon-like peptide 1 receptor (Homo sapiens), P43220 | HEK293 GLP-1R CRE-luciferase, luminescence, 4-6 h; cells express a hypersensitive GLP-1R form | Potency, µM (highest dose often 45.6 µM), for inactives: at the top dose activation, hits mostly activators | 380,000 compounds, 0.007% hits | AID 624172, 2012; note: potency is the fitted concentration of half-maximal effect; % of control where 0% means no effect
# PTHR1 ag: qHTS for PTHR1 Agonists: Primary Screen. Parathyroid hormone/parathyroid hormone-related peptide receptor (Homo sapiens), Q03431. HEK293 GP2 PTHR1 cells, GloSensor cAMP luminescence, 1 h. Potency, µM (highest dose often 115 µM), without a hit: at the highest dose activation, usual class: activators. 410,000 compounds, 0.075% hits; note: potency is the fitted concentration of half-maximal effect; nearly all actives have a fitted effect of over 55% in size; some results filed as inactive show a strong effect at the top dose; inactives centre near -15; many of its hits are not listed in these tables
#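 HEK-293-derived GP2 cells expressing PTHR1 and a GloSensor cAMP reporter, 3,000/well, plated overnight, given luciferin plus IBMX (each 0.5 mM as added) for 1 h at 37 °C, then compound for 1 h at 37 °C. Luminescence was read after 15 min at room temperature.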
# TDP43 rescue: qHTS of TDP-43 Inhibitors; Potency, µM (titrated, usually from 46.1 µM), without a hit: at the highest dose growth rescue (activation), hits mostly activators; TDP-43 expressing yeast growth rescue, BacTiter-Glo, 24 h; 410,000 compounds, 1.8% hits; note: potency is the fitted concentration of half-maximal effect; % of control where 0% means no effect; nearly all actives have a fitted effect of over 50% in size
#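 Luminescence from BacTiter-Glo reports growth of TDP-43-expressing yeast after 24 hr at 30 deg C with compound. Cells were raffinose-pregrown to mid-log, then seeded in galactose medium at OD600=0.02.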
# Abeta rescue: qHTS for compounds that reverse cellular toxicity of Amyloid beta (A-beta) peptide in yeast: Primary Screen. 410,000 compounds, 0.063% hits. Potency, µM (titrated, usually from 46.1 µM), for the others: top-dose growth rescue, most hits filed as activators. AID 1347071, 2019. yeast expressing A-beta42, growth rescue, OD600, 48 h; response scale: 0% DMSO, 100% iron-clioquinol control; note: potency is the fitted concentration of half-maximal effect; nearly all actives have a fitted effect of over 55% in size
#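 Yeast A-beta toxicity model in growth medium with pinned compounds, 48 h at 30 C; growth read as absorbance at 600 nm. Normalized to FeCl3/clioquinol equimolar mix (positive) and DMSO (negative).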
# FUS yeast rescue: qHTS for Suppressors of FUS Proteinopathy: Primary screen using FUS-linked yeast assay | S. cerevisiae FUS-expressing, growth rescue, OD600, 24 h | 390,000 compounds, 0.24% hits | Potency, µM (doses to about 76.6 µM), for the others: at the highest dose growth rescue (activation), actives largely listed as activators | AID 1347120, 2019;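 note: potency is the fitted concentration of half-maximal effect; plate controls were DMSO vehicle for no effect and reference control for full effect; nearly all actives have a fitted effect of over 55% in size; some results filed as inactive show a strong effect at the top dose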
#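 Quantitative HTS measuring growth restoration of FUS-toxic yeast. Galactose-induced cells (OD 0.005) were exposed 24hr at 30C to compounds at several concentrations, then absorbance at 600 nm was recorded.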
# D3 antag: qHTS of D3 Dopamine Receptor Antagonist: qHTS. D3R cells, DiscoveRx beta-arrestin luminescence, antagonist mode; stronger effect = lower value. max response, negative = inhibition, %. 360,000 compounds, 2.5% hits. AID 652054, 2013; in the data active = max response below about -50%; inconclusive = no clear call, values can overlap the other calls; note: % is set by controls: 0 for no effect and ±100 for the full control effect; mostly tested at two doses, the higher about 12 µM
# Target sequence (P35462 whole entry, looked up): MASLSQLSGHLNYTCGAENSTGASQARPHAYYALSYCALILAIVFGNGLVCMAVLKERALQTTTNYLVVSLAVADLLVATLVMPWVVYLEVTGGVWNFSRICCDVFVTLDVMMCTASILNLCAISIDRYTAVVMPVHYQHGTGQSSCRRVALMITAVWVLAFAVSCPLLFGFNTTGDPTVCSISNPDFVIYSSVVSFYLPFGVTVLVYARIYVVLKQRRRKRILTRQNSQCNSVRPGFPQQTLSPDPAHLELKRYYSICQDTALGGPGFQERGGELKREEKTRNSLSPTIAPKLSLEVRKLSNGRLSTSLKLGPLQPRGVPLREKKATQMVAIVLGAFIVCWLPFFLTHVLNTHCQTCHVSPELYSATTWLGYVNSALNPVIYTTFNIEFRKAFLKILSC
#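 Cells expressing the human receptor were seeded at 1500 cells/well, incubated overnight at 37 degrees C in 5% CO2, then exposed to library compounds with dopamine controls for 90 minutes at 37 degrees C before luminescent detection.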
# Numbers without * were called inactive; i = inactive; ? = inconclusive; / = not tested or not shown; & = joins results of further samples; [ ] = another dose, or the depositor's remark. Unless noted, calls come from the whole dose curve; as a rule, active = well fitted curve in the direction sought with a large enough effect; inconclusive = small, poorly fitted or top-dose-only effect, or another doubt; inactive = no such curve, though single readings can be large; an effect the other way counts as inactive or inconclusive. Not all compounds are listed (hit frequency here may not be typical).
canonical_smiles	Akt phos inh	GLP1R inv ag	aSyn rescue	GLP-1R agonist	PTHR1 ag	TDP43 rescue	Abeta rescue	FUS yeast rescue	D3 antag
O=C(c1cnccn1)N1CCN(C/C=C/c2ccccc2)CC1	i	2%	0%	0%	-3%[57.5 µM]	-7%	8%	-3%	28
CN1C(CC(=O)c2ccccc2)CCCC1CC(O)c1ccccc1 (stereo not given)	i	-29%	-3%&4%	7%	12%	-19%	-17%	-11%	-80*
Cc1ccc(-c2nc(CS(=O)CC(=O)N3CCN(c4ccc(F)cc4)CC3)c(C)o2)cc1 (stereo not given)	/	?	0%	0%	-3%&-17%	?	-3%&-1%	17%&31%	-5
Cc1ccccc1OCC(=O)NCC(C)(C)N1CCOCC1	i	?	-2%	5%	i	-23%	3%	-6%	2
Cc1cc(CSc2ccccc2)ccc1NC(=O)COc1ccccc1C	i	18%	2%	5%	i	-5%	6%	-15%	2
CC(C)C(C)NC(=O)CSc1ccc(S(=O)(=O)N2CCOCC2)cn1 (stereo not given)	i	-6%	-4%	2%	-32%	-4%	-1%	-16%	-6
CN(C)S(=O)(=O)c1ccc(Cl)c(C(=O)NC2CCCCCCC2)c1	i	-25%	0%	6%	-28%	7%	7%	9%	-8
CCOc1ccc(S(=O)(=O)n2ccc(C)n2)c2ccccc12	i	-4%	1%	-1%	-31%[inhibitor]	-1%	-5%	/	-28
CCOC(=O)C1CCN(C(=O)c2ccc3c(c2)N=C(CC)c2cc(C)ccc2S3)CC1	/	?	/	-1%	-9%	-18%	-15%	?	/
CCC(=O)Nc1nnc(SCC(=O)c2ccc3c(c2)Cc2ccccc2-3)s1	i	0%	-2%	0%	-9%[57.5 µM]	4%	4%	-10%	9
CC(=NNC(=S)N1CC2CCC(CC2)C1)c1ccccn1	i	?	22%	-5%	-58%[inhibitor]	22µM*	-4%	-24%	6
CCn1c(=O)cc(SCC(=O)N2CCN(c3ccccn3)CC2)c2ccccc21	i	?	1%	1%	-2%	-35%[inhibitor]	?	/	-6
CCOC(=O)c1cccc(NC(=O)CCc2c(C)nc3ncnn3c2C)c1	i	0%	4%	1%	i	-9%	16%	?	12
CC(=O)CCS(=O)(=O)c1ccc(NC(C)=O)cc1	i	6%	-2%	-15%	-1%[57.5 µM]	-6%	12%	6%	7
O=C(c1ccccc1)c1cc(Cl)ccc1N1C(=O)C=CC1=O	i	?	-83%[inhibitor]	1%	-27%	-94%[inhibitor][9.22 µM]	-94%[inhibitor]	28%	-92*
CC(NC(=O)COc1ccc(/C=N/NS(=O)(=O)c2ccccc2)cc1)c1ccccc1 (stereo not given)	i	-5%	-2%	-5%	-64%[inhibitor][57.5 µM]	-7%	-11%	-9%	-11
Cc1ccc(C(=O)N(Cc2ccc3c(c2)OCO3)Cc2nc3ccccc3c(=O)[nH]2)cc1	i	5%	21%	0%	-2%[57.5 µM]	-18%	6%	13%	-19
Cc1cc(CNC(=O)Nc2ccc3c(c2)OCO3)nn1C	i	0%	4%	3%	i	0%	1%	46%	-6
Cc1ccc2c(c1)-c1cc(C)nn1C(c1ccc3c(c1)OCO3)N2 (stereo not given)	i	?	-10%	10%	-8%[57.5 µM]	?	-9%	22%	39
Clc1ccc(-c2nc(/C=N/N3CCOCC3)c3ccccn23)cc1	i	?	-1%	-6%	-17%	-7%	?	?	-12
CCOC(=O)C1=C(N)Oc2c(oc(CO)cc2=O)C1c1ccccc1 (stereo not given)	i	-18%[0.307 µM]	-4%	2%	-34%	9%	18%	10%	-6
O=C(Nc1ccccc1Cl)NC1(C(=O)NCc2ccncc2)CCCCC1	i	-16%	-4%	13%	-5%	-12%	2%	21%	1
COc1ccc(CNC(=O)c2cc3cc(C)ccc3n2C)cc1	/	?	/	/	i	?	16%	-21%	/
COC(=O)CN1C(=O)COc2ccc(S(=O)(=O)NCc3ccc(F)cc3)cc21	i	9%	1%	-1%	26%	-4%	12%	-26%	2
O=C(CSc1nc2ccccc2c(=O)n1-c1ccccc1)N1CCCC1	i	0%	13%	0%	i	13%	22%	14%	17
O=C(Cn1cnc2c(nc3n2CCCCC3)c1=O)Nc1ccc(F)cc1	/	11%	/	/	i	?	-11%	3%	/
Cc1cc(C)c(NC(=O)CNC(=O)c2cc(C3CC3)nc3c2cnn3C(C)C)c(C)c1	i	?	4%	16%	-10%	24%	6%	34%	-8
O=C(O)c1cc(=O)c2ccccc2[nH]1	i	7%	-1%&-2%	5%	-40%	-12%	-21%	-41%	0
COCc1ccc(C(=O)N2CCCC(N3CCN(c4ccccc4C)CC3)C2)s1 (stereo not given)	i	?	-1%	0%	-3%	10%	4%	-1%	-4
COc1ccc(-c2csc(-c3c(N)c(C(=O)c4ccccc4)n4ccccc34)n2)cc1	/	4%	/	/	?	19%	-3%	6%	/
CCOC(=O)C(C)Oc1cc(Cl)c(C=O)cc1OC (stereo not given)	i	?	-5%	-1%	i	-18%	-4%	-8%	14
CC(C)[C@H](NC(=O)OCc1ccccc1)C(=O)OCC(=O)N1C(C)CCCC1C (stereo not given in full)	i	?	7%	10%	i	-9%	-45%[inhibitor]	14%	14
Cc1cc(C(C)(C)C)cc(C)c1CC1=NCCN1	i	-22%	1%&7%	-1%	-20%	14%	-10%	-35%	-79*
O=C(CSc1ccsc1[N+](=O)[O-])NCc1ccccc1	i	-10%	-5%	2%	-22%	4%	-18%	30%	?
COc1ccc(CN(C)CCc2ccccn2)c(OC)c1OC	i	4%	-5%	-12%	17%[57.5 µM]	-13%	-18%	1%	?
COc1ccc(C2=NN(C(=O)c3ccc(Cl)c([N+](=O)[O-])c3)C(c3ccccc3)C2)cc1 (stereo not given)	i	13%	13%	3%	-54%[inhibitor]	11%	0%	18%	-29
O=C(c1ccc(Br)cc1)c1sc(N2CCOCC2)nc1-c1ccccc1	i	5%[0.307 µM]	-2%	-4%	-12%	?	9%	37%	-25
CCOC(=O)c1c(NC(=O)c2ccc(OCC)c(Br)c2)sc2c1CCCC2	/	1%	/	/	-26%	14%	1%	17%	/
COc1ccc(OCCCC(=O)Nc2cccc(SC)c2)cc1	i	-17%	-5%	5%	i	24%	23%	/	0
CC(=O)Nc1ccc(N2CCN(c3ccc(F)cc3)CC2)cc1	i	4%	-10%	0%	i	7%	-7%	-29%	-2

# A different layout for part of the listing above.
# Under each structure: Akt phos inh, GLP1R inv ag, aSyn rescue, GLP-1R agonist, PTHR1 ag, TDP43 rescue, Abeta rescue, FUS yeast rescue, D3 antag
O=C(CSc1ccsc1[N+](=O)[O-])NCc1ccccc1
 : i, -10%, -5%, 2%, -22%, 4%, -18%, 30%, ?
CC(=O)CCS(=O)(=O)c1ccc(NC(C)=O)cc1
 : i, 6%, -2%, -15%, -1%[57.5 µM], -6%, 12%, 6%, 7

# Following part:
canonical_smiles	Akt phos inh	GLP1R inv ag	aSyn rescue	GLP-1R agonist	PTHR1 ag	TDP43 rescue	Abeta rescue	FUS yeast rescue	D3 antag
NC(=O)c1cc(Cl)ccc1OCC(=O)NC1CC1	i	13%	-5%	2%	-11%	-3%	6%	1%	5
CC(C)Oc1ccc(C(=O)NC2=NCCS2)cc1	i	?	-7%	0%	-22%	?	3%	2%	-7
O=S(=O)(c1ccc(F)c(F)c1)N1CCN(Cc2ccc3c(c2)OCO3)CC1	i	?	-1%	1%	i	2%	16%	-9%	-2
COc1ccc(N(C(=O)COc2c(C)cccc2C)S(=O)(=O)c2ccc(Cl)cc2)cc1	/	10µM*	/	/	-9%	-20%	-10%	-11%	/
Cc1ccc(NCc2ccccc2-c2nnc(-c3ccccc3Cl)o2)c(C)c1	/	-1%	/	/	i	7%	7%	-5%	/
COc1ccc(CCNC(=O)COC(=O)/C=C/c2ccc(OCC#N)c(OC)c2)cc1	i	14%	4%	2%	i	-1%	6%	/	11
CC1CN(Cc2ccco2)C(=S)N(c2ccccc2)C1=O (stereo not given)	i	11%	-13%	1%	-13%	14%	-3%	/	15
COc1ccc(N(CC(=O)N2CCc3ccccc3C2)S(=O)(=O)c2c(C)[nH]c(=O)[nH]c2=O)cc1	i	2%	1%	-2%	-9%	24%	4%	1%	-19
Cc1ccc(C)c(N2CCN(C(=O)c3ccc(-c4nc(COc5ccccc5)c(C)o4)cc3)CC2)c1	/	?	/	/	-7%	11%	1%	42%	/
CCOCCOC(=O)c1cccc2c1-c1ccccc1C2=O	i	3%	6%	12%	i	24%	-6%	-6%	13
Cc1ccccc1N(CC(=O)N/N=C/c1ccccc1Cl)C(=O)c1ccccc1	i	10%	1%	-10%	i	-5%	3%	-7%	4
CCCc1cc(=O)[nH]c(SCC(=O)Nc2cc(S(=O)(=O)N3CCOCC3)ccc2Cl)n1	i	3%	-9%	8%	i	-13%	3%	33%	0
CN1CCN(NC(=O)c2cccs2)CC1	i	5%	-2%	2%	i	-11%	-11%	-9%	11
Cc1cc(C)n(CNc2nc(C(F)(F)F)cs2)n1	i	-20%	2%	-5%	-6%[57.5 µM]	22%	27%	-12%	32
CCOC(=O)c1c(NCCN(C)C)c2ccccc2[nH]c1=O	i	10%	-3%	-2%	21%	-16%	-1%	14%	-27
O=C(Nc1cccc(O)c1)C1CCCN1C(=O)OCc1ccccc1 (stereo not given)	i	-15%	-2%	5%	i	-11%	-4%	0%	0
